TDP1 block = inhibitors of human tyrosyl-DNA phosphodiesterase TDP1 | Potency, µM (top dose mostly 130 µM), for inactives: top-dose activity change, negative = inhibition, most hits filed as inhibitors | 350,000 compounds, 0.28% hits | AID 485290 | recombinant TDP1, AlphaScreen DNA substrate cleavage | Q9NUW8; further: nearly all actives have a fitted effect of over 40% in size
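AlphaScreen read-out: signal falls as enzyme removes the 3' tyrosine-FITC from a 5'-biotinylated DNA oligo (15 nM, 5 min, RT). Enzyme was E. coli-made recombinant Tdp1 at 1 nM, exposed to compound for 15 min beforehand; beads 10 ug/ml, 10 min.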
GCN5L2 inh = GCN5L2 (KAT2A) acetyltransferase inhibition; AID 504327; Potency, µM (doses to about 58.9 µM), inactives show top-dose activity change, negative = inhibition, actives largely listed as inhibitors; 390,000 compounds, 0.21% hits; Q92830; GCN5L2 HAT assay, ThioGlo1 CoA-SH fluorescence
Target sequence (Q92830 whole entry, looked up): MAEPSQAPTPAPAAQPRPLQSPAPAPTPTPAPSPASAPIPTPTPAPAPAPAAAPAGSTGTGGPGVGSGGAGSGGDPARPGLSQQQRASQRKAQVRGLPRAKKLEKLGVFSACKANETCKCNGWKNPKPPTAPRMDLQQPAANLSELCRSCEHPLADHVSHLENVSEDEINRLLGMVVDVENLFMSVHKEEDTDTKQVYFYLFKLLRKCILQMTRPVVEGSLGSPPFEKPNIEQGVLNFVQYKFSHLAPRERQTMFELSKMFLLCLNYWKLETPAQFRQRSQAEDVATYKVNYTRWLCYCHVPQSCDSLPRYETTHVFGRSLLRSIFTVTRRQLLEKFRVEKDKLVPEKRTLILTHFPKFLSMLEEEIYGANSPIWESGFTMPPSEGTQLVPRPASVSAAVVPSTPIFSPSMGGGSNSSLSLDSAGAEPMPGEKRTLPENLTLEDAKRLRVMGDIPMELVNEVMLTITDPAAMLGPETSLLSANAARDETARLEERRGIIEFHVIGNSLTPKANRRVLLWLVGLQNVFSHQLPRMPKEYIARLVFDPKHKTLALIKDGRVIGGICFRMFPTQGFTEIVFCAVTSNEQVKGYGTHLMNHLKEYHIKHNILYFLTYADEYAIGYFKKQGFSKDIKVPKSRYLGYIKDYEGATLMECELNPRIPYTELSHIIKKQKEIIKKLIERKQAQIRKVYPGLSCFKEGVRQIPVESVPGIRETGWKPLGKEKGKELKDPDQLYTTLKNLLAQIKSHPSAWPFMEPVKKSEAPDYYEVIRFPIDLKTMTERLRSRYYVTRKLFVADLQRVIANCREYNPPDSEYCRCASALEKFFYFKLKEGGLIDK
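Compounds, pin-transferred from DMSO stocks, meet 20nM GCN5L2 for 15 min before the reaction begins with H3(1-25) peptide (75uM) and acetyl-CoA (70uM). Thiol-reactive ThioGlo1 reports CoA release over 20 min at room temperature.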
DT40 TDP1 no CPT = qHTS for Inhibitors of human tyrosyl-DNA phosphodiesterase 1 (TDP1): qHTS in cells in absence of CPT; Potency, µM (titrated, usually from 46.2 µM), for the others: top-dose activity change, negative = growth inhibition, usual class: inhibitors; DT40 Tdp1-/- hTDP1 cells, no CPT, ATP luminescence, 48 h; AID 686978, 2013; 420,000 compounds, 15% hits; further: nearly all actives have a fitted effect of over 55% in size
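Luminescent ATP content (CellTiter-Glo) served as the growth readout. Knockout chicken DT40 cells expressing human TDP1 were exposed to compounds without camptothecin for a minimum 48 hr at 37 °C.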
Numbers without * were called inactive; ? = inconclusive; / = not tested or not shown; & = joins results of further samples; [ ] = another dose, or the depositor's remark. The call rests on the fitted dose curve; in most records, active means well fitted curve in the direction sought with a large enough effect; inconclusive means small, poorly fitted or top-dose-only effect, or another doubt; inactive means no such curve, though single readings can be large; an effect the other way counts as inactive or inconclusive. On the % scale 0 is the no-effect control and ±100 the full control effect; potency means the concentration at half of the fitted maximal effect.

Start of the listing, in advance (3 entries):
SMILES	TDP1 block	GCN5L2 inh	DT40 TDP1 no CPT
Cc1nc(C)c2c(c1C(F)(F)F)-c1ccccc1C2(F)F	7%	1%	-12%
CCc1ccccc1NS(=O)(=O)c1ccc2nc(-c3ccccc3)[nH]c2c1	-2%[12.3 µM]	-3%	9.2µM*
CC(=O)C[C@H](O)CC(=O)[C@@H]1OC(=O)[C@H](C)C/C=C\Cc2ccccc21	1%	-6%	-1%

The whole of this part, from the start:
SMILES	TDP1 block	GCN5L2 inh	DT40 TDP1 no CPT
Cc1nc(C)c2c(c1C(F)(F)F)-c1ccccc1C2(F)F	7%	1%	-12%
CCc1ccccc1NS(=O)(=O)c1ccc2nc(-c3ccccc3)[nH]c2c1	-2%[12.3 µM]	-3%	9.2µM*
CC(=O)C[C@H](O)CC(=O)[C@@H]1OC(=O)[C@H](C)C/C=C\Cc2ccccc21	1%	-6%	-1%
CCn1c(CNC(=O)c2cccs2)nnc1SCC(=O)NCCc1ccccc1	0%	-27%	-12%
COC(=O)c1sc(C(C)(C)C)cc1CSc1ccccc1	0%	-27%	4%
CCOC(=O)c1sc(NC(=O)CCN2C(=O)c3ccccc3C2=O)c(C(=O)OCC)c1C	-1%	-13%	?
O=C(O)/C=C/c1ccc(S(=O)(=O)Nc2ccccc2C(=O)Nc2ccc(F)cc2)cc1	/	-12%	-2%
Cc1ccccc1CNC(=O)c1ccc(CSc2nc3cccnc3n2Cc2ccccc2)cc1	7%	-5%	13µM*
c1ccc(-c2nc(Sc3ncnc4c3cnn4-c3ccccc3)n[nH]2)cc1	6%	-2%	/
NNC(=O)c1csc(-c2cccc(C(F)(F)F)c2)n1	1%	-8%	2%
Cc1ccc(S(=O)(=O)N2CCOCC2)cc1C(=O)NCc1ccccn1	0%	2%	-2%
CCOCCn1ccc2c(OCC(=O)Nc3ccc(OC)cc3OC)cccc2c1=O	/	-2%	?
CC(=O)N1CCN(c2ccccc2NC(=O)COc2cc(C)ccc2C(C)C)CC1	6%	-5%	?
COc1ccc(CN2CCC(N(CCc3ccccc3)Cc3ccccc3)CC2)c(OC)c1	-3%	-6%	23µM*
O=C(NCC(=O)N1CCCCCCC1)c1ccco1	1%	2%	21%
CCCC1C(C#N)=C(N)Oc2n[nH]c(C(C)(C)C)c21 (stereo unspecified)	6%	-4%	?
Cc1ccc(C(=O)Nc2cccc(O)c2)cc1S(=O)(=O)N1CCCCCC1	0%	-8%&-8%	1.2µM*
CC(=O)Nc1cccc(-n2c(=O)n(Cc3ccccc3)c(=O)c3[nH]cnc32)c1	/	-2%	5%
Cc1cccc(C)c1NC(=O)C1=C(O)c2sccc2N(C)S1(=O)=O	0%	-12%	-14%
CCCCCC(=O)NNC1=NCC(Cc2ccccc2)S1 (stereo unspecified)	7%	-2%	-12%
Cc1cccc(C(=O)NC2CCN(CC(=O)NCc3ccccc3F)CC2)c1	4%	-6%	-13%
COc1ccc2[nH]c3c(c2c1)CCC/C3=N\N	10%	-11%	-29%
Cc1ccc(-n2c(=O)c3c(cnn3C)n(Cc3ccccc3F)c2=O)cc1	9%	-6%	-29%
COc1ccc(-c2nnc(SCC(=O)N3CCc4ccccc4C3)o2)cc1	0%	-12%	-27%
CCCc1ccc(OCc2ccc(C(=O)Nc3ccccc3C(=O)OC)o2)cc1	-3%	-6%	?
COC(=O)c1ccc(C(=O)OC)c(NC(=S)N2CCCC(C)C2)c1 (stereo unspecified)	5%	2%	-3%
COC(=O)c1ccccc1NC(=O)CSc1ncn[nH]1	/	-1%	-10%
CCc1nn(CC(=O)NC(C)CCc2ccccc2)c(=O)c2cc3c(OC)cccc3n12 (stereo unspecified)	4%	-2%	-13%
Cc1ccc(NC(=O)CN2C(=O)CC(c3ccco3)Sc3ccccc32)cc1Cl (stereo unspecified)	-3%	-1%	/
Cc1[nH]c2ccccc2c1Cc1n[nH]c(=S)n1C	-4%	-3%	-13%
O=C(Cc1cccs1)NCCN1CCOCC1	3%	1%	-4%
CC(C1CC1)N(Cc1ccccc1)C(=S)Nc1cccc(C(F)(F)F)c1 (stereo unspecified)	3%	-5%	?
COc1ccc(CCNC2CC(=O)N(CCc3ccccc3)C2=O)cc1OC (stereo unspecified)	-4%	0%	-17%
CCOC(=O)c1[nH]c(C)c(CCC(=O)NCc2ccc(OC(C)C)cc2)c1C	0%	-2%	?
Cc1scc(C(=O)NNC(=O)CCC(=O)O)c1C	0%	3%	-30%
CC(C)NC(=O)N1c2ccccc2Sc2ccccc21	/	-5%	?
COc1cccc(CNC(C)C(=O)Nc2ccc(S(=O)(=O)N3CCCC3)cc2)c1 (stereo unspecified)	1%	-1%	-12%
CC1=NOC(=O)/C1=C/c1ccc(O)c(Br)c1	/	26%	?
COc1cc(/C=N/Nc2nc3ccccc3[nH]2)ccc1O	5%	-3%	4.6µM*
CCCC[C@@H]1CNC(=S)N1CCc1cccc(F)c1	5%	-3%	?
CC(C)(C)c1ccccc1NC(=S)NC1CCCCC1	8%	5%	18µM*
Cc1ccc(S(=O)(=O)Cc2ccc(C(=O)N3CCN(c4cccc(C)c4C)CC3)o2)cc1	5%	-28%&-6%	2.6µM*
O=C(NCc1ccccc1)C(c1cccnc1)N(Cc1ccco1)C(=O)c1ccccn1 (stereo unspecified)	-1%	0%	-9%
Cc1nnc(SCC(=O)N(C)c2ccccc2)n1Cc1ccccc1	6%	-3%	-19%
COc1ccc(CN2CCN(c3nc4ccccc4s3)CC2)cc1	/	-2%	?
CCn1cc(C(=O)NCCc2ccc(OC)c(OC)c2)c(=O)c2cc(S(=O)(=O)N3CCc4ccccc4C3)ccc21	2%	-9%	26µM*
CC(=O)N1CCC2(CC1)CCN(c1ccccc1)CC2	/	-7%	-5%
O=C(NCc1cccnc1)C1CCN(S(=O)(=O)c2cc(Cl)ccc2Cl)CC1	1%	-4%	?
COc1cccc(Nc2ncc3ncc(=O)n(C4CC4)c3n2)c1	/	-6%	12µM*
Cc1c(C(=O)NN2CCN(C)CC2)cccc1[N+](=O)[O-]	4%	-3%	6%
Cc1cc(C)n(C(=O)CCCCCC(=O)n2nc(C)cc2C)n1	2%	0%	-5%
Cc1ccc(S(N)(=O)=O)cc1NC(=O)C(c1ccccc1)c1ccccc1	2%	-1%	-17%
COCCNC(=O)c1ccc2c(=O)n(Cc3ccco3)c(SCC(=O)NC3CCCC3)nc2c1	8%	-1%	-24%
Cc1ccc(C)c(S(=O)(=O)NC(C)C(=O)NCc2ccccn2)c1 (stereo unspecified)	5%	-5%	-8%
CN(C)S(=O)(=O)Oc1ccsc1C(=O)Nc1ccc(Cl)c(Cl)c1	0%	0%	?
Cc1ccc(CN(C(=O)c2c(F)cccc2F)C2CC(C)(C)NC(C)(C)C2)o1	1%	1%	-6%
COc1ccc2c(c1)C(c1ccccc1OC)CC(=O)O2 (stereo unspecified)	13µM*	?	/
COCC(C)NC(=O)c1ccc(N(C)C)cc1 (stereo unspecified)	0%	2%	0%
CN1C(=O)c2ccccc2OC1(C)Cc1ccccc1 (stereo unspecified)	5%	-3%	-24%
Cc1ccc(OCCNC(=O)c2ccc(C)cc2)cc1	/	-12%	14%

Next entries
SMILES	TDP1 block	GCN5L2 inh	DT40 TDP1 no CPT
Cc1ccc(/C=N\Nc2cn[nH]c(=O)c2Cl)cc1	-1%	-6%	-23%
Cc1cc(=O)[nH]c2c3ccccc3nn12	5%	1%	7%
c1ccc2nc(-c3nccs3)ccc2c1	3%	-9%	11%
Cc1cccc(Cn2c(N3CCN(C)CC3)nc3c2c(=O)[nH]c(=O)n3C)c1	/	-3%	14%
COc1cc(C(=O)Nc2nnc(SCC(=O)NCC3CCCO3)s2)cc(OC)c1OC (stereo unspecified)	4%	-6%	0%
Cc1ccc2oc(=O)n(CCCOc3ccccc3)c2c1	-6%	0%	0%
COc1cc(CN2CCNC(=O)C2CC(=O)NC2CCCC2)cc(OC)c1 (stereo unspecified)	3%[56.1 µM]	-5%	-7%
OCC1(Cc2ccccc2C(F)(F)F)CCN(Cc2ccncc2)CC1	2%	2%	?
C/C(CC(=O)Nc1ccc(N(C)C)cc1)=N\NC(=O)C(=O)NCc1ccccc1	9%	-14%	-24%
O=C(CCSc1ccc(Cl)cc1)NC1CCCCC1	-4%	-5%	?
O=C1CCCC/C1=C\Nc1ccc(S(=O)(=O)Nc2cnc3ccccc3n2)cc1	0%	22µM*	5%
c1ccc(CSc2ncnc3c2cnn3Cc2ccccc2)cc1	-4%	4%	?
CCOC(=O)N1CCN(S(=O)(=O)N2CCCC(C(=O)NCCc3ccc(OCC)c(OCC)c3)C2)CC1 (stereo unspecified)	7%	-7%	0%
COc1ccc(CSc2nnc(C)n2N)cc1	3%	-1%	5%
CCOC(=O)C1CCN(C(=O)C(=O)c2cn(CC(=O)N3CCCCCC3)c3ccccc23)CC1	3%	-18%	-3%
COc1ccc2cc(C(=O)N3CCN(c4ccccc4F)CC3)[nH]c2c1	/	-2%	-4%
O=C(NC1CCCN(Cc2ccc(Cl)cc2)C1)c1ccccc1-c1ncc[nH]1 (stereo unspecified)	/	3%	6%
Cc1cc(=O)[nH]c(SCC(=O)Nc2ccc3c(c2)OCCO3)n1	11%	-3%	-9%
COC(=O)c1ccccc1NC(=O)c1cc(C)no1	/	1%	-1%

Part of the list above in order of formula weight, smallest number first.
SMILES	TDP1 block	GCN5L2 inh	DT40 TDP1 no CPT
Cc1cc(=O)[nH]c2c3ccccc3nn12	5%	1%	7%
c1ccc2nc(-c3nccs3)ccc2c1	3%	-9%	11%
COCC(C)NC(=O)c1ccc(N(C)C)cc1 (stereo unspecified)	0%	2%	0%
COc1ccc(CSc2nnc(C)n2N)cc1	3%	-1%	5%
COC(=O)c1ccccc1NC(=O)c1cc(C)no1	/	1%	-1%
Cc1ccc(/C=N\Nc2cn[nH]c(=O)c2Cl)cc1	-1%	-6%	-23%
CN1C(=O)c2ccccc2OC1(C)Cc1ccccc1 (stereo unspecified)	5%	-3%	-24%
Cc1ccc(OCCNC(=O)c2ccc(C)cc2)cc1	/	-12%	14%
Cc1ccc2oc(=O)n(CCCOc3ccccc3)c2c1	-6%	0%	0%
COc1ccc2c(c1)C(c1ccccc1OC)CC(=O)O2 (stereo unspecified)	13µM*	?	/
O=C(CCSc1ccc(Cl)cc1)NC1CCCCC1	-4%	-5%	?
c1ccc(CSc2ncnc3c2cnn3Cc2ccccc2)cc1	-4%	4%	?
Cc1cc(=O)[nH]c(SCC(=O)Nc2ccc3c(c2)OCCO3)n1	11%	-3%	-9%
Cc1ccc(C)c(S(=O)(=O)NC(C)C(=O)NCc2ccccn2)c1 (stereo unspecified)	5%	-5%	-8%
COc1ccc2cc(C(=O)N3CCN(c4ccccc4F)CC3)[nH]c2c1	/	-2%	-4%
OCC1(Cc2ccccc2C(F)(F)F)CCN(Cc2ccncc2)CC1	2%	2%	?
Cc1cccc(Cn2c(N3CCN(C)CC3)nc3c2c(=O)[nH]c(=O)n3C)c1	/	-3%	14%
COc1cc(CN2CCNC(=O)C2CC(=O)NC2CCCC2)cc(OC)c1 (stereo unspecified)	3%[56.1 µM]	-5%	-7%
Cc1ccc(S(N)(=O)=O)cc1NC(=O)C(c1ccccc1)c1ccccc1	2%	-1%	-17%
Cc1ccc(CN(C(=O)c2c(F)cccc2F)C2CC(C)(C)NC(C)(C)C2)o1	1%	1%	-6%
O=C(NC1CCCN(Cc2ccc(Cl)cc2)C1)c1ccccc1-c1ncc[nH]1 (stereo unspecified)	/	3%	6%
O=C1CCCC/C1=C\Nc1ccc(S(=O)(=O)Nc2cnc3ccccc3n2)cc1	0%	22µM*	5%
COc1cc(C(=O)Nc2nnc(SCC(=O)NCC3CCCO3)s2)cc(OC)c1OC (stereo unspecified)	4%	-6%	0%
COCCNC(=O)c1ccc2c(=O)n(Cc3ccco3)c(SCC(=O)NC3CCCC3)nc2c1	8%	-1%	-24%
CCOC(=O)N1CCN(S(=O)(=O)N2CCCC(C(=O)NCCc3ccc(OCC)c(OCC)c3)C2)CC1 (stereo unspecified)	7%	-7%	0%

Screening data (PubChem)

Not all compounds are listed. The share of hits here may be higher or lower than overall.
